# SIRT5 block = inhibitors of human sirtuin-5 desuccinylase; Purified SirT5, succinyl-peptide AMC, trypsin-coupled fluorescence; 1.1% of 330,000 active; Q9NXA8; inhibition, % at 15 µM; in the data active = inhibition above about 15%; inconclusive = no clear call, values can overlap the other calls
# Target sequence (Q9NXA8 whole entry, looked up): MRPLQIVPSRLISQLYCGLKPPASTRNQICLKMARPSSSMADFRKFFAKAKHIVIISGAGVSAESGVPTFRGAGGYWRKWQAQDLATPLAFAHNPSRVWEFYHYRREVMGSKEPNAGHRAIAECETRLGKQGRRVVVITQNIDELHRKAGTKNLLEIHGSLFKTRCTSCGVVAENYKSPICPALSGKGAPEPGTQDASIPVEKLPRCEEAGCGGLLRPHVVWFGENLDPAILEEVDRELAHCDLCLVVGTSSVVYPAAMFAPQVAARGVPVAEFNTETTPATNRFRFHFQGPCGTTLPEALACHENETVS
# Statin myotox sup = protects C2C12 myotubes from simvastatin toxicity | ATP luminescence, 48 h; scaled: DMSO 0, geranylgeraniol control 100 | rescue of ATP level, % at 7.49 µM | 0.78% of 330,000 active | AID 602340;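 active = mean ATP rescue above about 67%, or every replicate alone reaching that limit, limit read from the data, passing the limit was not always enough; inconclusive = no clear call, values can overlap the other calls; inactive = mean under the limit and some replicate under it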;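 also: myotubes were challenged with 10 µM simvastatin during compound exposure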
# CASP6 VEID inh = blocks human caspase-6 cleavage activity; purified caspase-6, Z-VEID-R110 cleavage fluorescence; inhibition, % at 12.5 µM; 0.53% of 350,000 active; AID 686996;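 active = mean inhibition across replicates at least about 35%, with every replicate also reaching that limit, limit read from the data; inconclusive = only one of the two criteria met; inactive = neither criterion met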;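 also: 0% = median of neutral control wells and 100% = no fluorescence left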
# Target sequence (P55212 24-179 limits assumed): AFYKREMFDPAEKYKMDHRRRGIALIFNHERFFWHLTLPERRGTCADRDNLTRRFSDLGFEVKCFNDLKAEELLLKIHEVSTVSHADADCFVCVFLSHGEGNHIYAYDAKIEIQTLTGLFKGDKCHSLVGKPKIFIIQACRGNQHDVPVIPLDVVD
# Target sequence (P55212 194-293 limits assumed): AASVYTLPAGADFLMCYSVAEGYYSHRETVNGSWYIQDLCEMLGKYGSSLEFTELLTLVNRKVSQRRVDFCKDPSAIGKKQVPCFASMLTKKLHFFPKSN
# esBAF inh = SWI/SNF esBAF complex inhibition; mouse ES cells, Bmi1-luciferase knock-in reporter, 24 h; 100% = twice the neutral-well signal; reporter increase, % at 12.5 µM; 2% of 350,000 active; AID 602393; in the data active = activation above about 40%; inconclusive = no clear call, values can overlap the other calls;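 also: 0% = median of the plate's neutral control wells and 100% = double that signal; a rise in the Bmi1 reporter signal indicates esBAF inhibition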
# LGR2 antag = Drosophila LGR2 receptor signaling inhibition; inhibition, % at 9.99 µM; HEK293 LGR2, CRE-luciferase, bursicon-stimulated, 4 h; 0.35% of 380,000 active;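 active = drop in luminescence signal, shown as inhibition above about 50% in the replicate tests, limit read from the data, passing the limit was not always enough; inconclusive = probably only some replicates passing the limit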;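 also: agonist challenge used bursicon conditioned medium at about half maximal strength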
# FN deposition inh = fibronectin deposition inhibition; AH1F fibroblasts, Alexa488-fibronectin deposition fluorescence, overnight; inhibition, % at 12.6 µM; 0.086% of 350,000 active; AID 743247;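 active = mean inhibition across replicates of 30% or more, regardless of how many single replicates reach that level; inconclusive = mean under 30% yet at least half of replicates reach 30%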;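 also: positive control wells lacked labelled fibronectin entirely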
#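 test system = AH1F fibroblasts assembling fluorescent fibronectin matrix | quantity = 10000 AH1F cells per well | buffer or medium = DMEM plus 2% serum, read in PBS | doses = single dose, pinned | incubation = 1 h cell attachment, overnight exposure to compound and label | detection = fluorescence at 485 nm excitation, 525 nm emission | read-out basis = inhibition from reduced deposited-fibronectin fluorescence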
# S100A4 MyoIIA = inhibitors of human S100A4 binding to myosin IIA peptide | P26447 | S100A4/TAMRA-MyoIIA peptide fluorescence polarization | inhibition, % at 10.7 µM | 0.14% of 360,000 active;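 active = mean inhibition of at least 70% across replicates, with every replicate also reaching that level; inconclusive = mean inhibition reaches 70% but some replicates fall short; inactive = mean inhibition below 70%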
# Target sequence (P26447 whole entry, looked up): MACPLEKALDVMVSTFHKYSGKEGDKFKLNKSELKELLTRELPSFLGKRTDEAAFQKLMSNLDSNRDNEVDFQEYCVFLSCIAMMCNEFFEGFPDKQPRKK
#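 Material: S100A4 monomer protein / Buffer or medium: 50 mM HEPES pH 7.2, 10 mM CaCl2, 100 mM KCl / Times: 5 min incubation before reading / Benchmarks: neutral control DMSO, positive control TFP / Reagent: labelled myosin peptide probe, 5 nM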
# * hit, by the source's call; ? = inconclusive; . = not tested or not shown; & = joins results of further samples.
SMILES,SIRT5 block,Statin myotox sup,CASP6 VEID inh,esBAF inh,LGR2 antag,FN deposition inh,S100A4 MyoIIA
Cc1cccc(NC(=O)C(C)N2CC=C(c3ccccc3)CC2)c1 (stereo not given),3,.,0,.,8,-8,2
COc1ccc(C(=O)c2nc3ccccc3n2C(C)C)cc1,-2,.,-4,.,4,10,0
C/C(CC(c1ccccc1)c1c(O)c2ccccc2oc1=O)=N\Nc1ccc([N+](=O)[O-])cc1[N+](=O)[O-] (stereo not given),3,-3,3,-6,-13,-1,27
Cc1cc2c(cc1C)NP(=S)(c1ccccc1)N2,.,-1,-2,39,.,-1,-3
Cc1cnc(NC(=O)CN2CCCCC2)s1,0,-7,2,-4,-2,1,-4
Cc1oc(-c2ccccc2)nc1CN1C(=O)C(C)N=C(c2ccccc2F)c2cc(Cl)ccc21 (stereo not given),0,45,0,-2,27,-11,-2
COc1ccc(C)cc1NC1=NC(C)(C)CS1,2,.,-2,.,14,-6,1
CCC(C)n1c(O)c(/C=N/Nc2ccccc2)c(=O)[nH]c1=S (stereo not given),2,.,5,.,-8,-4,-25
O=C1NCN(c2ccccc2)C12CCN(C(c1nnnn1Cc1ccccc1)C1CC1)CC2 (stereo not given),-4,11,-3,-5,19,3,-2
C[C@]12CCC3C(CC[C@H]4C[C@H](O)CC[C@]34C)C1C[C@@H](CCCCl)[C@@H]2O (stereo not given in full),.,-31,-1,1,15,-1,-2
O=C(COc1ccc(Cl)cc1)NCCc1cnc[nH]1,-1,-1,1,3,-16,1,-2
O=C(OC1CC2CCC(N2)C1C(=O)O)c1ccccc1 (stereo not given),.,-2,11,2,7,.,-1
COc1cccc(-c2ccc3n(c2=O)C[C@H]2[C@H](CO)[C@@H](C(=O)O)[C@@H]3N2C(=O)c2cnccn2)c1,-5,14,2,1,11,.,-15
CCOC(=O)c1c(NC(NC(=O)CF)C(Cl)(Cl)Cl)sc2c1CCCC2 (stereo not given),.,1,.,-3,2,.,.
CCN(CC)CCNC(=O)c1c(O)c2ccccc2n(Cc2ccccc2)c1=O,.,17,.,0,.,6,.
Cc1cc(C(=O)C[N+]23CCN(CC2)CC3)c(C)n1-c1ccc(Br)cc1,6,.,-26,.,-15,-6,-2
CP(=O)(Nc1ccccc1)C(Cl)(Cl)Cl (stereo not given),-2,.,1,.,19,.,2
COC(=O)C1=C(c2cccc(C#N)c2)C[C@@H]2CC[C@H]1N2C(=O)NC1CCCCC1,.,4,-3,0,-16,6,0
C[N+](C)(C)CCc1ccc(O)cc1,3,-9,0,-13,7,.,3
C[C@]12CC[C@@H](O)C[C@H]1CC[C@@H]1[C@@H]2CC[C@]2(C)C(=O)CC[C@@H]12,-1,-3,0,-1,.,-7,0
CC(=NC(C)c1ccccc1)c1c(O)[nH]c(=O)[nH]c1=O (stereo not given),.,-11,.,-2,-17,-6,.
Cc1cc(N2CCN(C)CC2)nc2ccccc12,8,1,-4,-8,3,1,6
N#Cc1cc2c(nc1SCC(=O)Nc1ccc(Cl)cc1)C1CCN2CC1,-1,18,3,46*,-59,.,2
O=C(NC1CC2CCCC(C1)N2)c1ccccc1 (stereo not given),3,-4,-6,0,-7,-6,-8
Cc1cc(/C=C2/C(=O)NC(=O)N(Cc3ccco3)C2=O)c(C)n1-c1ccccc1O,1,5,24,-4,7,-6,-4

# Some of these compounds in order of SMILES length, highest first:
SMILES,SIRT5 block,Statin myotox sup,CASP6 VEID inh,esBAF inh,LGR2 antag,FN deposition inh,S100A4 MyoIIA
COc1cccc(-c2ccc3n(c2=O)C[C@H]2[C@H](CO)[C@@H](C(=O)O)[C@@H]3N2C(=O)c2cnccn2)c1,-5,14,2,1,11,.,-15
C[C@]12CC[C@@H](O)C[C@H]1CC[C@@H]1[C@@H]2CC[C@]2(C)C(=O)CC[C@@H]12,-1,-3,0,-1,.,-7,0
CP(=O)(Nc1ccccc1)C(Cl)(Cl)Cl (stereo not given),-2,.,1,.,19,.,2
Cc1cnc(NC(=O)CN2CCCCC2)s1,0,-7,2,-4,-2,1,-4
C[N+](C)(C)CCc1ccc(O)cc1,3,-9,0,-13,7,.,3

# (more compounds)
SMILES,SIRT5 block,Statin myotox sup,CASP6 VEID inh,esBAF inh,LGR2 antag,FN deposition inh,S100A4 MyoIIA
C/C=C/c1ccc(C2[C@@H]3CN(C(=O)c4cnccn4)C[C@H]2N3)cc1 (stereo not given in full),3,.,0,.,-20,4,-12
C#C[C@]1(O)[C@H](O)CC2C3CC[C@H]4C[C@@H](O)CC[C@]4(C)C3CC[C@@]21C (stereo not given in full),-5,-15,-1,3,23,4,3
CCOc1ccccc1CN1C2CCC1CC(c1ccc(C)cc1)C2 (stereo not given),-10,-6,1,-11,6,-1,2
CN1C(=O)C(=Cc2ccc(SC3CCCCC3)o2)C(=O)N(C)C1=O,-2,.,26,.,.,-2,-30
O=c1[nH]c(=S)n(-c2ccccc2)c(O)c1C=NCc1ccccn1,-2,.,-5,.,2,2,1
CC1(C)C(=O)CC[C@@]2(C)C1=CCC1C2CC[C@]2(C)C(=O)CCC12 (stereo not given in full),1,.,1,.,.,-1,-1
O=C(Cc1ccccc1)N1C[C@H]2[C@@H](c3ccccc31)[C@@H](CO)N2Cc1ccccc1,-2,3,.,0,-13,.,.
Cc1ccc(C(C)C)c(OCC#CCN2CCCC2)c1,-4,3,-4,-1,1,-1,3
CC1(C)C2([N+](=O)[O-])CN3CC1([N+](=O)[O-])CN(C2)C3c1ccccn1 (stereo not given),-3,9,0,-6,22,4,3
CC(C)c1ccc(OCC(=O)N2CCN(C)CC2)c(Br)c1,.,7,.,-4,.,-6,.
COC(=O)c1nc(-c2ccc3c(n2)C(=O)C(N)=C(OC)C3=O)c(N)c(-c2ccc(OC)c(OC)c2O)c1C,2,32,54*,-9,1,-1,-7
O=C(CCN1CCCCC1)Nc1ccc(Cl)cc1C(=O)c1ccccc1,-1,6,8,1,-11,0,3
COc1ccc(N2C(=O)/C(=C/c3cc(C)n(-c4ccc(C)cn4)c3C)C(=O)NC2=S)c(OC)c1,5,-1,8,-4,6,8,-19
COc1ccc(C(=O)C2CN(C)CC2c2ccc(Cl)cc2)cc1 (stereo not given),-1,.,-2,.,-14,-9,-5
O=C(O)C1C2CCC(O2)C1C(=O)Nc1ccc(F)c(F)c1 (stereo not given),.,7,1,-9,7,-3,19
O=C1CCN(C(=O)C(Cl)Cl)N1,-3,.,1,.,2,.,2
c1cc2c(cc1[C@H]1OCC3C1CO[C@@H]3c1ccc3c(c1)OCO3)OCO2 (stereo not given in full),-1,17,1,4,1,.,-2
c1ccc(-c2ccncc2)cc1,1,10,-4,-3,9,.,99*
CCC(=O)N1N=C(c2c(O)n(CCc3ccccc3)c(=O)[nH]c2=O)CC1c1ccc(OC)c(OC)c1 (stereo not given),-3,.,-1,.,3,6,5
CCC(C(=O)N1C[C@H]2C[C@@H](C1)c1cccc(=O)n1C2)c1ccccc1 (stereo not given in full),-1,6,0,-11,-5,.,1
Cc1ccc(S(=O)(=O)N2Cc3cnnn3-c3ccccc3C2C#N)cc1 (stereo not given),0,4,-2,-6,15,0,7
COc1ccccc1Cn1c(SCC#N)nc2cc(C(=O)N3CCC4(CC3)OCCO4)ccc2c1=O,1,4,-1,4,9,.,18
CCCNC(=O)N1[C@H]2CC[C@@H]1C(C(=O)OC)=C(c1ccc(Cl)c(C(F)(F)F)c1)C2,5,-4,2,-7,8,-1,0
CC(C)(C)c1ccc(O)c(N=Cc2c(O)ccc3ccccc23)c1,1,22,6,15,-8,-3,-5
CC1CCC/C=C/C2CC(O)CC2C(O)/C=C/C(=O)O1 (stereo not given),.,-198,.,-65,.,9,.
CN1CCN(C(=O)Cc2nc3ccccc3[nH]2)CC1,1,.,-3,.,30,.,-4
COc1ccc(-c2nn(CCC#N)cc2C(=O)NCc2ccccc2)cc1,-5,-1,0,-4,2,3,-4
CN1CCC(OC(=O)C2c3ccccc3Oc3ccccc32)CC1,.,-16,.,4,.,10,.
ON1C2CCCCC2N(O)C1c1ccccc1 (stereo not given),-2,9,-2,6,5,.,0
C[C@H]1CC[C@@]2(C)[C@@H](CC[C@@H]3[C@@H]2CC[C@]2(C)[C@@H](O)CC[C@@H]32)C1,-1,.,0,-1,-1,-5,2
Cc1cc(C)nc(N2Cc3ccccc3C2=N)n1,-1,4,-6,5,2,12,-5
COC(=O)c1c2[n+](cc3cc(OC)c(OC)cc13)CCc1cc(OC)c(OC)cc1-2,-1,.,1,.,2,9,5
CC(N)Cc1cn(Cc2ccccc2)c2ccccc12 (stereo not given),-1,13,-4,-13,-4,9,-4
CC(=NCCCO)c1c(O)[nH]c(=O)[nH]c1=O,-1,.,0,.,-3,-4,8
COc1ccc2nc(-c3ccc(CN4CCC(n5c(=O)[nH]c6ccccc65)CC4)cc3)c(-c3ccccc3)nc2c1,-2,.,0,.,16,.,6
CCc1nc2ccccc2c(=O)n1-c1ccccc1OC,3,-8,1,0,9,-5,-2
NC(Cc1ccc(F)cc1)c1csc(Nc2ncccn2)n1 (stereo not given),1,.,4,.,32,0,52
O=C(COc1ccc(Cl)cc1)N(c1ccccc1Cl)C1CN2CCC1CC2 (stereo not given),-5,.,-2,.,10,4,3
Cc1cc(OCC(=O)NC(Cc2ccc(Cl)cc2)C(=O)O)c2c3c(c(=O)oc2c1)CCC3 (stereo not given),-2,21,5,-5,0,.,-10
O=C1C2CCCC1C(N1CCCC1)CC2 (stereo not given),2,.,-3,.,1,3,0
O=C(Cc1ccccc1)N1CCN(Cc2ccc(F)cc2)CC1,-4,2,-1,0,13,-2,0
COc1ccc(CN2CCN(c3ccccc3)CC2)c(C)c1C,.,-4,.,0,.,-3,.
C[C@]12CCC3C(CC[C@H]4C[C@@H](O)CC[C@]34C)C1CC[C@@H]2O (stereo not given in full),.,-1,3,-11,4,.,-8
CCc1ccc(N2C(=O)NC(=O)/C(=C\c3cc(C)n(-c4cc(C(=O)O)cc(C(=O)O)c4)c3C)C2=O)cc1,2,0,31,-2,-9,1,-22
O=C1NCN(c2ccccc2)C12CCN(C(CCc1ccccc1)c1nnnn1C1CCCCC1)CC2 (stereo not given),0,5,-2,-1,27,1,-1
COc1ccc(C#Cc2ccc([C@H]3[C@H](CO)N4CCCCN(C(=O)Cc5cccnc5)C[C@@H]34)cc2)cc1,3,.,0,.,-22,.,0
CCOc1ccc2nc(N3CCC(C(=O)N4CCC5(CC4)OCCO5)CC3)sc2c1,.,3,.,30,.,-2,.
O=C(Cn1ncn2c(cc3cc(F)ccc32)c1=O)N1CCC2(CC1)OCCO2,-2,2,-4,0,-1,1,-11
O=[N+]([O-])c1ccc(N(CCO)CCO)c2c1no[n+]2[O-],.,4,-6,-18,?,27,16
C(#CCN1CCCCC1)COCc1ccccc1,-1,.,0,.,8,1,-1
CCN(CC)C(=O)c1ccc(NC(=S)NC(=O)CCc2ccccc2)cc1,-2,-1,-2,-3,-11,1,-3
CC12CCC(O)CC1CCC1C2CCC2(C)C(C3=CC(=O)OC3)CCC12O (stereo not given),-2,.,-1,.,86*,6,-7
COc1ccc(OC)c(C(O)C(C)N)c1 (stereo not given),1,10,3,-3&4,5,-12,-3&-1

# Source: PubChem

# Not all compounds are listed; rates above refer to the full screens.
